# From PubChem
# NPSR antag: neuropeptide S receptor (human) antagonism, cAMP | Q6W5P4 | CHO-NPSR cells, cAMP TR-FRET, antagonist mode | Potency, µM (top dose mostly 38.3 µM), inactives show at the top dose activity change, negative = inhibition, hits mostly inhibitors | actives 1% (n = 220,000) | AID 1461; also: potency is read from the fitted curve at half-maximal effect; % is scaled to controls: 0 for no effect and ±100 for the full control effect; nearly all actives have a fitted effect of over 50% in size; many of its hits are not listed in these tables
# IMPase Li inh: IMPase inhibition in cells with lithium potentiation | CHO-M1 cells, IP1 TR-FRET (IP-One), carbachol + lithium | Potency, µM (series often up to 59.4 µM), for the others: top-dose activity, negative = IMPase inhibition, hits mostly inhibitors | actives 0.35% (n = 210,000) | AID 1457;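 also: IP1 builds up when IMPase is blocked and the TR-FRET signal falls; potency is read from the fitted curve at half-maximal effect; plate controls were basal vehicle for no effect and high inhibitor control for full effect; nearly all actives have a fitted effect of over 50% in size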
#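 Lithium-sensitised IP1 accumulation assay; M1-expressing CHO cells treated 30 min at 37C with compound. Competitive antibody detection by time-resolved FRET followed a 10 min room-temperature lysis step.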
# HttQ103 aggreg: reduces HttQ103-GFP aggregates in PC12 cells; PC12 HttQ103-GFP aggregates, Acumen cytometry, 40 h; AID 1688; Potency, µM (highest dose often 46.1 µM), without a hit: at the highest dose activity change, negative = inhibition, hits mostly inhibitors; actives 1.1% (n = 220,000); also: potency is read from the fitted curve at half-maximal effect; % is scaled to controls: 0 for no effect and ±100 for the full control effect; nearly all actives have a fitted effect of over 60% in size
#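 Huntingtin Q103 exon 1–GFP aggregates in induced PC12 cells (100 nM tebufenozide) were quantified by cytometry from lysates, with compounds dosed in titration.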
# Luc counter: blocks Kinase-Glo luciferase, a counter-screen artifact | Q27757 | Kinase-Glo luciferase, ATP luminescence, 8 min | Potency, µM (top dose mostly 38.3 µM), for inactives: at the highest dose activity change, negative = inhibition, most hits filed as inhibitors | actives 0.28% (n = 200,000); also: potency is read from the fitted curve at half-maximal effect; % is scaled to controls: 0 for no effect and ±100 for the full control effect; nearly all actives have a fitted effect of over 60% in size
#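 Light output from Kinase-Glo luciferase with luciferin and 10 uM ATP in 50 mM imidazole pH 7.2, KCl, MgCl2, Tween 20, BSA; compound pin-delivered, 8-min ambient incubation, then luminescence read.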
# Epigenetic derep: regulators of epigenetic silencing causing reporter derepression in mouse cells. murine LDR cells, GFP reporter derepression, 30 h. Potency, µM (highest dose often 53.9 µM), inactives show top-dose GFP activation, most hits filed as activators. actives 0.2% (n = 280,000). AID 1865; also: potency is read from the fitted curve at half-maximal effect; % of control where 0% means no effect; nearly all actives have a fitted effect of over 60% in size
#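 Reporter derepression read as number of fluorescent GFP-positive objects, 20-120 um in size, counted by laser-scanning cytometer. Mouse LDR line with an epigenetically silenced CMV-GFP locus; compound incubation 30 h, 37 C.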
# L3MBTL1 block: L3MBTL1 (human) inhibition; Q9Y468; AlphaScreen L3MBTL1–H3K9me1 peptide binding; Potency, µM (highest dose often 57.1 µM), for the others: at the top dose activity, negative = inhibition, actives largely listed as inhibitors; actives 0.66% (n = 230,000); AID 485360; also: potency is read from the fitted curve at half-maximal effect; % is scaled to controls: 0 for no effect and ±100 for the full control effect; nearly all actives have a fitted effect of over 60% in size
# Target sequence (Q9Y468 whole entry, looked up): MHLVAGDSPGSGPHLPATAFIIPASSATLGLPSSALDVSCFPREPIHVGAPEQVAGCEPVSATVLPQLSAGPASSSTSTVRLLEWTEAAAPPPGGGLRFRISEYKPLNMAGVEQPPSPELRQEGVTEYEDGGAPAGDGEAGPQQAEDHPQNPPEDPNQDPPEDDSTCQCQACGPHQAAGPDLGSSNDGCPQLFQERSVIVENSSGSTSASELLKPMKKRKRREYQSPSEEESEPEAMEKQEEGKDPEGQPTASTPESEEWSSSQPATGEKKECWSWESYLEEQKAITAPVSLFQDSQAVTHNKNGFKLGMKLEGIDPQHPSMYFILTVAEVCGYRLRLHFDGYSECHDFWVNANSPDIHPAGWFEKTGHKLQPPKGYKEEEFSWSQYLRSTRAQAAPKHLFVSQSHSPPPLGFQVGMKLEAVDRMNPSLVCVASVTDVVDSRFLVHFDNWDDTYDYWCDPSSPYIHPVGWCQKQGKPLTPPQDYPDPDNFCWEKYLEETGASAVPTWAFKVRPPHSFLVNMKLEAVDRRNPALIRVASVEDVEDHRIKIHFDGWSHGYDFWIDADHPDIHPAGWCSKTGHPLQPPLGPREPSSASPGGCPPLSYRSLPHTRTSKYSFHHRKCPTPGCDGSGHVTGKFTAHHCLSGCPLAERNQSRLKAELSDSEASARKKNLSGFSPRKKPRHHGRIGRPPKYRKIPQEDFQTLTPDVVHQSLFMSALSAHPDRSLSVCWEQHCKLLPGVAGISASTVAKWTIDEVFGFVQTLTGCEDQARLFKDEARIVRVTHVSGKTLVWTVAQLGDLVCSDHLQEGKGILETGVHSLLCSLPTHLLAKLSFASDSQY
#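 AlphaScreen assay: L3MBTL1 (50 nM final) was preincubated 30 min at room temperature with biotinylated H3(1-15)K9me1 peptide (75 nM final), then 30 min with library compounds; streptavidin donor and nickel chelate acceptor beads (10 ug/mL final) added, 30 min dark.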
# CBFb RUNX1 block: inhibitors of human CBF-beta and RUNX1 interaction | Q01196+Q13951 | AlphaScreen CBFb-His/RUNX1-biotin binding, biochemical | Potency, µM (doses to about 59.8 µM), for the others: at the top dose activity, negative = inhibition, usual class: inhibitors | 230,000 tested, under 10 active | AID 1477; also: % of control where 0% means no effect
#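 Inhibition was taken as any reduction in AlphaScreen signal from the CBF-beta–RUNX1 pair (His and biotin tags, 30 nM each), measured after compound (15 min) and bead (90 min) incubations at room temperature.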
# * = called active by the depositor; ? = inconclusive; / = no result given; [ ] = dose if it differs, or a comment. Calls follow the shape of the dose curve; as a rule, active = well fitted curve in the direction sought with a large enough effect; inconclusive = small, poorly fitted or top-dose-only effect, or another doubt; inactive = no such curve, though single readings can be large; an effect the other way counts as inactive or inconclusive. Not all compounds are listed, so the mix of outcomes need not match the whole.
1. CCOC(=O)c1ccccc1NC(=O)CN(c1cccc(OC)c1)S(C)(=O)=O
2. COC(=O)c1c(NC(NC(C)=O)C(Cl)(Cl)Cl)sc2c1CCCC2 (stereo unspecified)
3. O=C(/C=C/c1ccc(F)cc1)N1CC[C@@]2(O)CCCC[C@H]2C1
4. Cc1cc(NC(=O)CCC(=O)N(CC(=O)NCC2CCCO2)Cc2ccc(F)cc2)no1 (stereo unspecified)
5. COC(=O)c1ccc(NC(=O)c2ccc3c(c2)OCO3)cc1
6. COc1cccc(C2=NN(C(=O)c3ccco3)C(O)(C(F)(F)F)C2)c1 (stereo unspecified)
7. COc1ccccc1NC(=O)N1CCCC1C(=O)Nc1ccc2c(c1)OCO2 (stereo unspecified)
8. Cc1ccc(CCNC(=O)C2CCN(S(=O)(=O)N3CCC4(CC3)OCCO4)CC2)cc1
assay / entry	1	2	3	4	5	6	7	8
NPSR antag	-29%[46.1 µM]	-50%	9%	18%[46.1 µM]	-9%[46.1 µM]	26%	-3%[46.1 µM]	-5%[46.1 µM]
IMPase Li inh	0%[38.3 µM]	0%	/	-1%	20%[38.3 µM]	10%	7%	-5%[38.3 µM]
HttQ103 aggreg	10%	19%	-23%[9.22 µM]	4%	-12%	-6%[9.22 µM]	-12%	-3%
Luc counter	1%	2%	/	0%	-4%	2%	0%	-6%
Epigenetic derep	6.2%	1.1%	2.2%	0.0%	0.0%	1.6%	1.3%	0.0%
L3MBTL1 block	1%	-10%	/	-1%	/	7%	6%	8%
CBFb RUNX1 block	3%	-4%	13%	2%	8%	-11%	-6%	-1%

9. OCCN(CCO)CC(O)COc1ccc2c(c1)OCO2 (stereo unspecified)
10. Cc1cc(C(=O)NCc2cccnc2)n(-c2ccccc2)n1
11. CC(=O)C1C(=O)c2c(cccc2[N+](=O)[O-])C1=Nc1cccc(Cl)c1 (stereo unspecified)
12. O=C(CSc1ncn(-c2ccccc2)n1)Nc1nc2ccccc2s1
13. Cc1cc(C)n2nc(C(=O)N/N=C/c3ccc(O)cc3)nc2n1
14. C/C(=N\NC(=O)C(=O)Nc1c(C)n(C)n(-c2ccccc2)c1=O)c1ccc(Cl)s1
15. Cc1ccc2c(C(=O)CN3CCCC3)c(C)[nH]c2c1
16. CC1CCCC(C)N1C(=O)COc1ccc(-c2nnco2)cc1 (stereo unspecified)
assay / entry	9	10	11	12	13	14	15	16
NPSR antag	3%[46.1 µM]	-19%[46.1 µM]	-20%	-18%[46.1 µM]	-5%	4%	-2%[46.1 µM]	0%[46.1 µM]
IMPase Li inh	-2%[38.3 µM]	34%[activator][38.3 µM]	/	22%[38.3 µM]	6%	/	7%[38.3 µM]	18%[38.3 µM]
HttQ103 aggreg	23%	-3%	17%[9.22 µM]	-10%	-3%[9.22 µM]	26%[9.22 µM]	-4%	10%
Luc counter	-2%	-3%	/	6%	-3%	/	-2%	0%
Epigenetic derep	0.0%	0.0%	-1.0%	1.2%	3.7%	-1.0%	-0.2%	-0.9%
L3MBTL1 block	1%	0%	-28%	/	1%	10%	5%	1%
CBFb RUNX1 block	-3%	9%	?	0%	-7%	6%	1%	2%

17. Cc1ccc(-c2nn3c(C)nnc3c3ccccc23)cc1S(=O)(=O)NCCN1CCOCC1
18. CN(c1ccc2nc3ccccc3c(=O)n2n1)C1CCCCC1
19. COc1ccc(CNC(=O)C(c2ccncc2)N(C(=O)Cc2cccs2)c2ccccc2C)cc1 (stereo unspecified)
20. Cc1ccc(/C=C/C(=O)O)cc1S(=O)(=O)NCCCO
21. C/C(=N\NC(=O)NC1CCCCC1)C1CCCCC1
22. Cc1cc(C(=O)N2CCN(c3ccccn3)CC2)c(C)o1
23. COc1ccc(NC(=O)CSc2nnc(-c3ccccn3)n2-c2ccccc2)cc1OC
24. O=C(CN1NS(=O)(=O)c2ccccc2C1=O)Nc1ccccc1OC(F)F
assay / entry	17	18	19	20	21	22	23	24
NPSR antag	-2%[46.1 µM]	-28%	-17%[46.1 µM]	?	-14%	-4%[46.1 µM]	-4%[46.1 µM]	-6%[46.1 µM]
IMPase Li inh	-10%[38.3 µM]	-2%	20%[38.3 µM]	-5%	-3%	12%[38.3 µM]	8%[38.3 µM]	-7%[38.3 µM]
HttQ103 aggreg	12%	-6%	15%	14%	-7%	15%	-10%	-11%[9.22 µM]
Luc counter	-2%	6.3µM*	3%	7%	-3%	-1%	-1%	3%
Epigenetic derep	5.7%	0.4%	-0.6%	-1.0%	1.3%	9.8%	-1.0%	-1.5%
L3MBTL1 block	7%	/	1%	4%	-2%	/	/	/
CBFb RUNX1 block	3%	-3%	6%	15%	-3%	-1%	?	2%

25. COC(=O)C1=C(C)NC(C)=C(C(=O)OCCSc2ccccc2)C1C (stereo unspecified)
26. CCOc1ccccc1NC(=O)N1CCC(n2nnc3cc(C)ccc32)CC1
27. CN1CC(=O)N(CC(=O)Nc2ccc(N(C)C)cc2)c2ccccc2C1=O
28. CCn1c(SCC(=O)Nc2cc(C)on2)nnc1-c1ccc(S(=O)(=O)N2CCCC2)cc1
29. CCCNC(=O)CS(=O)Cc1nc(-c2cccc(OC)c2)oc1C (stereo unspecified)
30. Cc1ccc(NC(=O)Cn2cncc2-c2ccc([N+](=O)[O-])cc2)cc1C
31. CNS(=O)(=O)c1cccc(C(=O)OCC(=O)/C=C2/N(C)c3ccccc3C2(C)C)c1
32. Cn1cc(CC(=O)Nc2cccc(C#N)c2)c2ccccc21
assay / entry	25	26	27	28	29	30	31	32
NPSR antag	/	-8%[46.1 µM]	?	3%[46.1 µM]	-1%[46.1 µM]	-1%[46.1 µM]	-8%	8%[46.1 µM]
IMPase Li inh	18%	10%[38.3 µM]	35%[activator][38.3 µM]	26%[38.3 µM]	-1%[38.3 µM]	-9%[38.3 µM]	12%	8%[38.3 µM]
HttQ103 aggreg	/	4%	15%	-18%	19%	11%	10%	-15%
Luc counter	/	-3%	-4%	3%	-4%	-5%	-1%	-3%
Epigenetic derep	0.8%	0.0%	-0.7%	-1.0%	0.8%	0.3%	0.9%	-0.7%
L3MBTL1 block	/	8%	/	/	7%	2%	-12%	/
CBFb RUNX1 block	?	5%	2%	1%	-2%	1%	6%	-1%

33. CCSc1ncc(/C=N/Nc2ccc([N+](=O)[O-])cc2)n1C
34. CCOC(=O)C(Oc1ccc2c(-c3ccccc3)cc(=O)oc2c1)c1ccccc1 (stereo unspecified)
35. Cc1cccc2cc(C3CC(c4ccco4)=NN3C(=O)CCC(=O)O)c(Cl)nc12 (stereo unspecified)
36. COc1ccc(C2SCC(=O)N2c2nnc(C34CC5CC(CC(C5)C3)C4)s2)cc1 (stereo unspecified)
37. O=C(CCN1C(=O)COc2ccccc21)NCCN1CCc2ccccc2C1
38. COCCn1c(SCC(=O)Nc2cc(C)on2)nnc1-c1ccco1
39. COc1ccc2nc(SCC(=O)O)nc(C)c2c1
40. O=C(NCc1ccc2c(c1)OCO2)C1CC(=O)N(C2CCCCCC2)C1 (stereo unspecified)
assay / entry	33	34	35	36	37	38	39	40
NPSR antag	-14%[46.1 µM]	-45%	-4%	-40%	3%[46.1 µM]	-18%[46.1 µM]	-6%[46.1 µM]	-13%[46.1 µM]
IMPase Li inh	-6%[38.3 µM]	13%	-9%	7%	15%[38.3 µM]	13%[38.3 µM]	-5%[38.3 µM]	25%[38.3 µM]
HttQ103 aggreg	-4%	?	24%	18%	13%	14%	4%	-3%
Luc counter	-1%	0%	0%	7%	-4%	12%	-1%	0%
Epigenetic derep	1.7%	0.0%	-3.2%	3.9%	-1.6%	0.2%	2.0%	-1.0%
L3MBTL1 block	3%	9%	-5%	11%	0%	/	/	?
CBFb RUNX1 block	-11%	?	-6%	-5%	6%	3%	5%	9%

41. COc1ccc(Nc2oc(-c3cccs3)nc2C#N)cc1
42. COC(=O)c1ccc(NCN2C(=O)C3C4CCC(C4)C3C2=O)cc1 (stereo unspecified)
43. Cc1ccc(S(=O)(=O)NCCC(=O)Nc2ccc(C)cc2C(=O)c2ccccc2)cc1
44. O=C1COc2ccc(C(=O)COc3ccc([N+](=O)[O-])cc3)cc2N1
45. COc1cc2c3nnc(-c4ccc(F)cc4)c-3cn(Cc3ccccc3F)c2cc1OC
46. Cc1[nH]nc(SCC(=O)N2CCC(C)CC2)c1[N+](=O)[O-]
47. CN1CCN(C(=O)C2C3C=CC(C3)C2C(=O)O)CC1 (stereo unspecified)
48. COc1ccc(Nc2nc(N)nc(CSC(=S)N3CCOCC3)n2)cc1
assay / entry	41	42	43	44	45	46	47	48
NPSR antag	?	7%	-19%[46.1 µM]	-4%[7.67 µM]	-16%	-20%[46.1 µM]	3%[46.1 µM]	2%
IMPase Li inh	1%[38.3 µM]	7%	14%	/	-1%	54%[activator][38.3 µM]	-3%[38.3 µM]	-2%
HttQ103 aggreg	-6%	14%	-5%	-14%[9.22 µM]	7.1µM*	-17%	1%	27%
Luc counter	-1%	-5%	0%	/	-8%	-13%	2%	-1%
Epigenetic derep	1.0%	1.1%	1.0%	-1.4%	6.3µM*	-4.8%	0.8%	0.8%
L3MBTL1 block	1%	-4%	1%	13%	/	/	3%	-3%
CBFb RUNX1 block	1%	4%	-2%	10%	12%	-11%	7%	-4%

# Some of these compounds in order of their number in L3MBTL1 block, low to high:
nr	SMILES	NPSR antag	HttQ103 aggreg	Epigenetic derep	L3MBTL1 block	CBFb RUNX1 block
42	COC(=O)c1ccc(NCN2C(=O)C3C4CCC(C4)C3C2=O)cc1 (stereo unspecified)	7%	14%	1.1%	-4%	4%
41	COc1ccc(Nc2oc(-c3cccs3)nc2C#N)cc1	?	-6%	1.0%	1%	1%
44	O=C1COc2ccc(C(=O)COc3ccc([N+](=O)[O-])cc3)cc2N1	-4%[7.67 µM]	-14%[9.22 µM]	-1.4%	13%	10%

# Next entries
49. O=C(c1ccccc1/S(=N/S(=O)(=O)c1ccccc1)N1CCOCC1)N1CCOCC1 (stereo unspecified)
50. Cc1ccc(Cn2ccc(NC(=O)c3cc(-c4ccco4)on3)n2)cc1
51. CN(CC(=O)Nc1ccc(F)cc1)c1ccc(S(=O)(=O)N2CCCCC2)cc1[N+](=O)[O-]
52. Cc1ccc2c(Cl)c(C(=O)NCc3cccnc3)sc2c1
assay / entry	49	50	51	52
NPSR antag	0%[46.1 µM]	-1%[46.1 µM]	-23%	-5%[46.1 µM]
IMPase Li inh	30%[38.3 µM]	-12%[38.3 µM]	8%	11%[38.3 µM]
HttQ103 aggreg	-30%	10%	1%	-25%
Luc counter	2%	-2%	-1%	2%
Epigenetic derep	5.1%	0.2%	-1.3%	-1.1%
L3MBTL1 block	/	-5%	-16%	1%
CBFb RUNX1 block	-3%	-15%	-17%	3%
